SENP7 block – SENP7 protease inhibitors, primary screen, biochemical, luminescence, uHTS; Sentrin-specific protease 7 (Homo sapiens), Q9BQF6; recombinant SENP7, Z-RLRGG-aminoluciferin luminescence, 40 min; inhibition, % at 5 µM; hit rate 1.5% among 330,000; AID 434973, 2010;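 active = inhibition above about 50% at the single test dose, limit read from the data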;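 note: plate controls were DMSO with enzyme for no effect and no enzyme buffer wells for full effect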
SENP1 FRET inh – human SENP1 catalytic domain inhibitors, primary screen, biochemical, FRET, uHTS | Sentrin-specific protease 1 (Homo sapiens), Q9P0U3 | hit rate 0.21% among 360,000 | AID 624204, 2012 | inhibition, % at 10 µM | recombinant SENP1 catalytic domain, CyPet-SUMO1-YPet FRET cleavage;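 active = inhibition at least 30% at 10 µM, raw YFP signal under a set limit, fluorescence ratio 0.5 to 1.5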;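 note: 0% = enzyme with DMSO and 100% = no enzyme wells; some results filed as inactive read as strong as hits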
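Controls: no-enzyme wells low, DMSO-plus-enzyme wells high control. Test system: human recombinant His6-tagged SENP1 catalytic domain enzyme. Reagent: SFCypet-SUMO1-SFYpet FRET protein substrate, 25 nM final. Doses: one dose per compound, 10 µM, 0.5% DMSO. Detection: FRET, CFP and YFP emission. Timing: 50 min reaction at room temperature.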
A3G deaminase – APOBEC3G DNA deaminase inhibitors, primary screen, biochemical, fluorescence, single-stranded DNA substrate, uHTS; DNA dC->dU-editing enzyme APOBEC-3G (Homo sapiens), Q9HC16; recombinant A3G, ssDNA deamination FAM/TAMRA fluorescence; inhibition, % at 20 µM; hit rate 0.28% among 330,000; AID 493012, 2011;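 active = inhibition of at least 40% at 20 µM, with no more than 30% in the related APOBEC3A deaminase screen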;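 note: plate controls were DMSO wells with A3G for no effect and wells lacking A3G enzyme for full effect; some compounds called inactive have numbers as strong as hits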
Apaf-1 inh – inhibitors of human Apaf-1 apoptosome, primary screen, biochemical, DEVD-Rh110 fluorescence, uHTS. reconstituted apoptosome caspase-3 activity. AID 489030, 2010. hit rate 0.71% among 330,000. Apoptotic protease-activating factor 1 (Homo sapiens), O14727. inhibition, % at 20 µM; active = inhibition of at least 40% at 20 µM;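 note: plate controls were DMSO wells for no effect and DEVD-CHO caspase inhibitor wells for full effect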
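detection = Rh110 fluorescence intensity | test system = biochemical Apaf-1 apoptosome reconstitution | also added = cytochrome c and DEVD-Rh110 substrate | schedule = 30 min plus 50 min, RT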
SENP8 block-1 – SENP8 protease inhibitors, primary screen, biochemical, luminescence; inhibition, % at 10 µM; Sentrin-specific protease 8 (Homo sapiens), Q96LD8; purified SENP8, Z-RLRGG-aminoluciferin cleavage; hit rate 1.2% among 330,000; AID 2540, 2010; in the data active = inhibition above about 50%
Target sequence (Q96LD8 whole entry, looked up): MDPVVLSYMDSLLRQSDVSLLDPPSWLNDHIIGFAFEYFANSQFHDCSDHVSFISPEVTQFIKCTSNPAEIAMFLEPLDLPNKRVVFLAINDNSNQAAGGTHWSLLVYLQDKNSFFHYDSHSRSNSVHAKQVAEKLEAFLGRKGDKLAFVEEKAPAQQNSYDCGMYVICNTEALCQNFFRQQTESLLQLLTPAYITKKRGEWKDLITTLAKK
SENP6 inh – SENP6 protease inhibitors, primary screen, biochemical, luminescence, uHTS; Sentrin-specific protease 6 (Homo sapiens), Q9GZR1; Recombinant SENP6 catalytic domain, aminoluciferin luminescence; inhibition, % at 10 µM; hit rate 1.8% among 330,000;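 active = inhibition above about 50% at the single tested dose, limit read from the data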;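 note: plate controls were DMSO wells with enzyme for no effect and DMSO wells lacking enzyme for full effect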
Target sequence (Q9GZR1 628-1112 limits assumed): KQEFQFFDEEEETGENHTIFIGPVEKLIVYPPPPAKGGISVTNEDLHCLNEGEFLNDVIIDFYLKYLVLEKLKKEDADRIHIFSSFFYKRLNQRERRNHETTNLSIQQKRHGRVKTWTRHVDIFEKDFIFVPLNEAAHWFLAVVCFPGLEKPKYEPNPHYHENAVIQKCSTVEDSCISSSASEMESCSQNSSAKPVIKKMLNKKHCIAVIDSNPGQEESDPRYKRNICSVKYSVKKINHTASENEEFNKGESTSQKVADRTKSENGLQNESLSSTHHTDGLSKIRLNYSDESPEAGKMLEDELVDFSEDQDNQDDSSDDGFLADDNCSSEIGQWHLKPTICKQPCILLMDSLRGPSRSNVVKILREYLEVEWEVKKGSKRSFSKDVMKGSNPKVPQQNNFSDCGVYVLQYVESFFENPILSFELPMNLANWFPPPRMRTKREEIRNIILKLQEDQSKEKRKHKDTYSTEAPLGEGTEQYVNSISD
SENP8 block-2 – human SENP8 protease inhibitors, primary screen, biochemical, fluorescence, Nedd8 protein substrate, uHTS; Sentrin-specific protease 8 (Homo sapiens), Q96LD8; recombinant SENP8; inhibition, % at 20 µM; hit rate 0.64% among 360,000; AID 602440, 2012; in the data active = inhibition mostly above about 40%, no sharp cut-off; inactive = mostly below about 27%
UBC13 inh – UBC13 polyubiquitin chain formation inhibitors, primary screen, biochemical, TR-FRET, uHTS; Ubiquitin-conjugating enzyme E2 N (Homo sapiens), P61088; hit rate 0.47% among 330,000; inhibition, % at 20 µM; in the data active = inhibition above about 45%, passing the limit was not always enough
Target sequence (P61088 whole entry, looked up): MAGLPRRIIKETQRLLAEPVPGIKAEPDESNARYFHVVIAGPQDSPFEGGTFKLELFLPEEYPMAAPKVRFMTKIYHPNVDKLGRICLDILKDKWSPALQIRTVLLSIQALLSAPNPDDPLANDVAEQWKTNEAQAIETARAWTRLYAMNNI
* hit, by the source's call; i = inactive; & = joins results of further samples.

Order of values – SENP7 block	SENP1 FRET inh	A3G deaminase	Apaf-1 inh	SENP8 block-1	SENP6 inh	SENP8 block-2	UBC13 inh
CC(C)(C)c1cc(NC(=O)COC(=O)c2ccc3c(=O)n4c(nc3c2)CCC4)n(-c2ccccc2)n1
  2	-6	6	5	-4	2	-7	-2
Cc1ccc2nc(SCC(=O)N3CCN(c4ccccc4)CC3)nc(=O)n2c1
  -5	6	2	9	12	-12	-7	-5
CCC(=O)N1CCc2cc(S(=O)(=O)NCCC(=O)N3CCN(c4ccccc4)CC3)ccc21
  1	2	7	6	-6	4	1	-1
CCN(CC)S(=O)(=O)c1ccc(N2CCCC2)c(NS(=O)(=O)c2cccs2)c1
  8	2	-18	-5	3	-8	-16	3
Cc1ccc(Cn2nnnc2CN2CCC(c3nc4ccc(Cl)cc4[nH]3)CC2)cc1
  2	2	-4	9	4	-5	4	7
O=C1Nc2ccccc2/C1=C/c1ccnc2ccccc12
  -5	1	-6	4	7	-1	5	12
Cc1ccc(C(C(=O)NC(C)(C)C)N(C(=O)c2csnn2)c2cccc(F)c2)o1 (stereo unspecified)
  5	1	-3	4	-3	-5	18	4
NC(=O)c1ccc(NC(=O)COC(=O)CC2Sc3ccccc3NC2=O)cc1 (stereo unspecified)
  11	-2	0	-14	5	-1	-1	0
CC(C)c1nc(N2CCOCC2)c(C#N)c2c1CCC2
  5	-5	1	20	-3	-1	i	14
CCN(CC(=O)NC(C)C)Cc1nc2sc3c(c2c(=O)[nH]1)CCC3
  3	12	-6	-7	5	-5	-100	4
Cc1[nH]n(-c2ncc(-c3ccccc3)s2)c(=O)c1C(c1ccc(Cl)cc1)C(C#N)C#N (stereo unspecified)
  -3	4	0	19	11	25	17	-46
O=C(Nc1ccon1)c1ccc2c(c1)OCO2
  0	2	-5	-16	-9	1	19	6
COc1cccc(NC(=O)c2ccccc2)c1
  51*	2	-6	-1	36	47	13	2
CCOc1ccc(S(=O)(=O)N2CCCC(C(=O)NCc3cccnc3)C2)cc1Cl (stereo unspecified)
  -12	-3	-11	3	-6	-6	7	-5
COc1cc(CNC2CCCCCCC2)c(Br)cc1OCCO
  -10	3	-4	-1	3	3	5	8
CCc1nnc(NC(=O)CCC(=O)NCCc2ccccc2)s1
  2	1	-6	-1	-1	-19	13	7
COc1cc(O)c(C(CCN2CCOCC2)c2cc(OC)c(OC)c(OC)c2)c(OC)c1 (stereo unspecified)
  0	4	-5	-2	1	4	18	11
Cc1cnc(C(=O)OCC(=O)c2ccc(C3CCCCC3)cc2)cn1
  0	-2	-7	11	0	-2	0	3
CCOc1ccccc1NC(=O)CSc1nc2ccccc2nc1N1CCOCC1
  7	0	-1	16	7	-10	-140	9
CCOC(=O)N1CCN(Cc2nc3cc(NC(=O)c4ccco4)ccc3n2C)CC1
  6	-1	14	14	4	16	7	-12
CSc1ccccc1OCc1cc(C(=O)NCc2csc(C(C)C)n2)no1
  -5	-1	-2	22	-10	-24	8	-5
Cc1ccccc1Cn1ccc(NC(=O)c2nn(C)cc2[N+](=O)[O-])n1
  0	3	-2	-9	4	-6	25	9
CN(c1cccc(NC(=O)c2ccccc2N(Cc2ccccc2)S(C)(=O)=O)c1)S(C)(=O)=O
  7	1	-5	10	-10	8	3	2
O=C1c2cccc([N+](=O)[O-])c2C(=O)N1c1ccccc1
  5	1	-2	-4	8	26	12	-6
CCOc1ccc(S(=O)(=O)N(C)CCO)cc1-c1nc2c(C(C)(C)C)nn(C)c2c(=O)[nH]1
  2	0	-1	8	6	-10	5	16
CCOC(=O)[C@H]1[C@H]2COc3ccccc3[C@@H]2N2C(=O)[C@@H](CO)NC(=O)[C@@]12C
  0	1	-3	-2	-8	-6	26	-4
CCc1ccc(-c2csc(NC(=O)c3cccnc3)n2)cc1
  -8	3	-5	8	-8	-9	2	-6
COc1ccc(-c2cc3c(=O)n(CC(=O)NCCCc4ccccc4)ncn3n2)cc1
  30	0	-6	-3	-1	-10	-78	-11
CSCCC(NS(=O)(=O)c1ccc(Cl)cc1)C(=O)OCC(=O)N(C(C)C)C(C)C (stereo unspecified)
  10	3	-5	13	-4	-6	17	0
CC(=O)Nc1ccc(NC(=O)/C=C/c2cccc(C(F)(F)F)c2)cc1
  -12	1	0	2	7	11	4	7
CCOC(=O)c1nc2cc3n(c(C)c-2c1C)C(C)C(C)=C3C (stereo unspecified)
  10	1	-5	5	-7	-13	-414	8
COc1ccc(C(=O)NCc2nnc(SCC(=O)c3ccccc3)n2C)cc1
  -9	1	-6	1	-10	-5	17	-6
COC(=O)[C@@H]1C[C@@]2(O)[C@H](O)[C@H](O)[C@H](O)C[C@H]2N1CC1CC1
  3	-1	-10	-4	5	-2	21	6
CC1(CCc2ccccc2)NC(=O)N(CC(=O)O)C1=O (stereo unspecified)
  0	1	-5	-4	-8	-2	16	-14
COc1cccc(NC(=O)C(=O)NCCCn2ccnc2)c1
  -3	0	-4	-4	-1	4	14	18
CC(C)Cc1nnc(NC(=O)C23CC4CC(CC(C4)C2)C3)s1
  -5	1	-5	19	-1	-12	5	4
COc1ccc(/C=N/NC(=O)c2cccc(C(F)(F)F)c2)cc1
  7	2	-7	-2	-4	-9	5	5
O=C(c1ccc2c(=O)n3c(nc2c1)CCCCC3)N1CCN(c2ccc(F)cc2)CC1
  -1	1	-5	4	-6	4	18	-9
N#Cc1cc(-c2ccccc2)nnc1Sc1ccc(F)cc1
  11	1	-6	8	-7	-15	26	-2
Cc1ccc(CCCOC(=O)C[N+]2(C)CCOCC2)cc1
  8	2	24	-11	2	-1	6	-4
CC(C)c1ccc(CNc2ncc(Br)cn2)cc1
  -5	2	-1	5	-1	0	-1	9
CC1(C)C(/C=C/C=C/C=C/C=C2\N(CCCCS(=O)(=O)O)c3ccc4ccccc4c3C2(C)C)=[N+](CCCCS(=O)(=O)[O-])c2ccc3ccccc3c21
  3	-29	10	21	24	-43	-196	-74
Fc1cc(F)c(NC(=S)N2CCOCC2)c(F)c1
  5	1	4	1	1	1	6	1
O=C(CCn1c(=O)c2cccn2c2cccnc21)N1CCN(c2cccc(Cl)c2)CC1
  5	-7	0	23	-4	-5	-32	-1
COC(=O)c1cccc(COC(=O)c2cccnc2SC)c1
  6	1	-4	15	38	20	28	28
COc1ccccc1C(=O)NCCC(=O)N(Cc1ccco1)Cc1cccs1
  8	-4	-5	9	-8	-17	-2	3
CCOc1ccc(N(CC(=O)NC(C(C)C)C(C)C)S(=O)(=O)c2ccc(OC)c(OC)c2)cc1
  -1	0	-6	14	-8	-38	4	-8
Cn1c(N)c(C(=O)COC(=O)c2ccccc2C(=O)c2ccccc2)c(=O)n(C)c1=O
  -6	-2	-10	15	-13	-9	6	-5
O=C(c1ccc(OC2CCN(Cc3ccccn3)CC2)cc1)N1CCCC(O)C1 (stereo unspecified)
  -6	2	-9	-11	-2	-3	7	6
CC(OC(=O)c1cccnc1SCc1cc(=O)n2ccccc2n1)c1ccccn1 (stereo unspecified)
  12	3	-1	-6	2	-6	-217	3
O=C1CCN(Cc2ccc(O)cc2)CCN1CCO
  -6	-2&0	-4	-2	-3	-10	3&6	-10
COc1cccc(/C=N/NC(=S)NC2CC3CCC2C3)c1OC (stereo unspecified)
  -4	-3	-10	1	-13	11	0	0

Reformatted in CSV form: eleven of the compounds above
Compound,SENP7 block,SENP1 FRET inh,A3G deaminase,Apaf-1 inh,SENP8 block-1,SENP6 inh,SENP8 block-2,UBC13 inh
CC1(C)C(/C=C/C=C/C=C/C=C2\N(CCCCS(=O)(=O)O)c3ccc4ccccc4c3C2(C)C)=[N+](CCCCS(=O)(=O)[O-])c2ccc3ccccc3c21,3,-29,10,21,24,-43,-196,-74
Fc1cc(F)c(NC(=S)N2CCOCC2)c(F)c1,5,1,4,1,1,1,6,1
O=C(CCn1c(=O)c2cccn2c2cccnc21)N1CCN(c2cccc(Cl)c2)CC1,5,-7,0,23,-4,-5,-32,-1
COC(=O)c1cccc(COC(=O)c2cccnc2SC)c1,6,1,-4,15,38,20,28,28
COc1ccccc1C(=O)NCCC(=O)N(Cc1ccco1)Cc1cccs1,8,-4,-5,9,-8,-17,-2,3
CCOc1ccc(N(CC(=O)NC(C(C)C)C(C)C)S(=O)(=O)c2ccc(OC)c(OC)c2)cc1,-1,0,-6,14,-8,-38,4,-8
Cn1c(N)c(C(=O)COC(=O)c2ccccc2C(=O)c2ccccc2)c(=O)n(C)c1=O,-6,-2,-10,15,-13,-9,6,-5
O=C(c1ccc(OC2CCN(Cc3ccccn3)CC2)cc1)N1CCCC(O)C1 (stereo unspecified),-6,2,-9,-11,-2,-3,7,6
CC(OC(=O)c1cccnc1SCc1cc(=O)n2ccccc2n1)c1ccccn1 (stereo unspecified),12,3,-1,-6,2,-6,-217,3
O=C1CCN(Cc2ccc(O)cc2)CCN1CCO,-6,-2&0,-4,-2,-3,-10,3&6,-10
COc1cccc(/C=N/NC(=S)NC2CC3CCC2C3)c1OC (stereo unspecified),-4,-3,-10,1,-13,11,0,0

Individual results from the entries so far.
SENP1 FRET inh result of `O=C1Nc2ccccc2/C1=C/c1ccnc2ccccc12` stands at 1
Apaf-1 inh result of `Cc1ccc(CCCOC(=O)C[N+]2(C)CCOCC2)cc1` stands at -11

Compound activity (PubChem BioAssay)
